# GSH fluor – GSH bead compound fluorescence profile. actives 0.25% (n = 190,000). fluorescence (KMESF) at 10 µM. AID 1776. GSH beads flow cytometry, compound fluorescence 488/530 nm; stronger effect = higher value; in the data active = fluorescence above about 89;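 note: glutathione beads carrying GST-tagged Bcl family fusion proteins plus one bare bead set; values are compound well signal with DMSO vehicle wells as background; inactives centre near 16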
# Mcl1-Bid inh – Mcl-1/Bid interaction inhibition; inhibition, % at 21.7 µM; actives 0.97% (n = 220,000); Q07820; AID 1021; TR-FRET Mcl-1/Bid-Dy647 peptide binding, 1536-well;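 active = compounds that cut the binding signal by more than half at the single screening dose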;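 note: His-tagged Mcl-1 with europium anti-His antibody binding Bid BH3 peptide; 0% = Mcl-1 plus peptide wells and 100% = peptide-only wells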
# Target sequence (Q07820 whole entry, looked up): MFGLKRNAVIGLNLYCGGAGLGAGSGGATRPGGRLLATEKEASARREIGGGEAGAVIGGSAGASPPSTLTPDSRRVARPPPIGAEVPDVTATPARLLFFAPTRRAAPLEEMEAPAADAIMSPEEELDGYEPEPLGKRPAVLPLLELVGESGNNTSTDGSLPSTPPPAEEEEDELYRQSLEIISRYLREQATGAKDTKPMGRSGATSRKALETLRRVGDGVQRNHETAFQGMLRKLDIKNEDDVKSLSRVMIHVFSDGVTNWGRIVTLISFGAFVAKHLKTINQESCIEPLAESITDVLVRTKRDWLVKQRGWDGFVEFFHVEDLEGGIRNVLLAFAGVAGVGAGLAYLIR
# Rab7 wt modul – dog Rab7 wildtype GTP binding, inhibitors and activators. GST-Rab7 beads, fluorescent GTP binding, flow cytometry; actives lie on both sides; untreated = 100%, excess cold GTP = 0%. GTP binding activity (percent of control), % at 10 µM. actives 0.055% (n = 190,000);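 active = fluorescent GTP binding to Rab7 beads changed by at least 20 points from the 100% baseline, either direction, mostly lower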;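 note: median green fluorescence of bound Bodipy-FL-GTP per Rab7 bead population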
# Rac1 wt modul – modulators of human Rac1 wildtype GTP binding; P63000; GST-Rac1 beads, fluorescent GTP binding, flow cytometry; actives lie on both sides; 0 = cold GTP competed, 100 = untreated; GTP binding activity (% of control), % at 10 µM; actives 0.27% (n = 190,000); AID 757;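 active = GTP binding activity at least 20 points away from the 100% control level, either lower or higher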
# Avidin fluor – compound fluoresces at 488/530 nm on avidin beads. compound fluorescence 488/530 nm, flow cytometry; stronger effect = higher value. fluorescence (KMESF) at 10 µM. actives 0.38% (n = 220,000); in the data active = fluorescence above about 47; note: inactives centre near 10
# HRas wt GTP – changes GTP binding to wildtype human HRas. actives 0.14% (n = 190,000). GST-Ras wt beads, Bodipy-FL-GTP binding, flow cytometry; actives lie on both sides. GTP binding activity, % at 10 µM;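 active = GTP binding activity at least 20% away from the 100% baseline, either lowered as inhibitor or raised as activator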;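 note: 0% = unlabeled GTP competition control and 100% = no-compound control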
# Target sequence (P01112 whole entry, looked up): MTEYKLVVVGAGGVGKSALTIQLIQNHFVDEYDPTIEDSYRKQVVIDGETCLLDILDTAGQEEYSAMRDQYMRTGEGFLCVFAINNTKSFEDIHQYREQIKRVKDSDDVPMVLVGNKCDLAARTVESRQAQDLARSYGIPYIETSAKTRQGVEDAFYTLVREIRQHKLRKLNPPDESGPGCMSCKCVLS
# Mcl1-Noxa inh – disrupts binding of human Mcl-1 to Noxa peptide; Q07820; AID 1022; actives 1.5% (n = 220,000); TR-FRET Mcl-1/Noxa peptide binding, 2 h; inhibition, % at 21.7 µM;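 active = compounds that cut the protein-peptide binding signal by more than 50% relative to plate controls in a single-dose test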;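 note: His-tagged Mcl-1 with rhodamine Noxa BH3 peptide and terbium anti-His antibody; 0% = Mcl-1 plus Noxa peptide wells and 100% = peptide-only wells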
# Cdc42 wt – changes GTP binding to wildtype human Cdc42 | P60953 | GST-Cdc42 beads, Bodipy-GTP binding, flow cytometry; actives lie on both sides | percent activity (GTP binding), % at 10 µM | actives 0.2% (n = 190,000);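 active = percent activity GTP binding at least 20 points away from the 100% baseline, either down as inhibitor or up as activator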;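 note: median bead fluorescence of bound Bodipy-FL-GTP at 100 nM; 0% = excess unlabeled GTP control and 100% = no compound control; below 100% means less GTP binding so inhibitor and above means activator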
# Target sequence (P60953 whole entry, looked up): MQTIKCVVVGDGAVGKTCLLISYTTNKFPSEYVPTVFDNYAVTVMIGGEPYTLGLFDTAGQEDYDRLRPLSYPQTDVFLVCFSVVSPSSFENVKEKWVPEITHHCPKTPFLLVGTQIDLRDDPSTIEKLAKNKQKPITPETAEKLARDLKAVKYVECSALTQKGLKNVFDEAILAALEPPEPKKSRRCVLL
# Rab2A wt mod – changes GTP binding to wildtype dog Rab2A, up or down. AID 760. actives 0.19% (n = 190,000). GST-Rab2 wt beads, Bodipy-GTP binding, flow cytometry. P61105. GTP binding activity, % at 10 µM;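 active = GTP binding activity at least 20 points away from 100%, either lowered or raised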;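 note: 0% = beads with excess unlabeled GTP and 100% = no-compound control corrected for plate trend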
# Rac1 act GTP bind – alters GTP binding to activated mutant human Rac1. GST-Rac1 activated beads, fluorescent GTP binding, flow cytometry; actives lie on both sides; 100% means binding = to untreated wells. percent activity (GTP binding), % at 10 µM. actives 0.11% (n = 190,000);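 active = GTP binding at least 20 percentage points away from the 100% baseline, in either direction, so actives lie on both sides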
# Pf gametocyte – kills late stage P. falciparum gametocytes | P. falciparum stage V gametocytes, ATP luminescence, 24 h | inhibition, % at 10.9 µM | actives 0.065% (n = 150,000);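 active = inhibition above the mean plus 3 SD of compounds within the control limits, set per campaign, cut at about 38% in these data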;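 note: 0% = DMSO wells and 100% = medium only without gametocytes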
# Starred values were filed as active, the others as inactive; . = not tested or not shown. No enrichment for hits; overall some 3% were active at least once.
SMILES,GSH fluor,Mcl1-Bid inh,Rab7 wt modul,Rac1 wt modul,Avidin fluor,HRas wt GTP,Mcl1-Noxa inh,Cdc42 wt,Rab2A wt mod,Rac1 act GTP bind,Pf gametocyte
O=c1c2cc(NC(=S)NCCCN3CCC(Cc4ccccc4)CC3)ccc2nc2n1CCCCC2,14,-22,92,95,10,96,26,94,98,96,18
COc1ccc2c(c1)CCC1C2=NN(/C(C)=C/C(C)=O)C1c1cccc(F)c1 (stereo not given),26,-39,106,100,11,100,16,103,102,98,2
CC1(C)C(=O)NCCN1C(=O)CCCC(=O)O,14,1,102,100,11,99,5,99,98,97,-8
CSc1c(CC(=O)Nc2ccccc2Cl)n(Cc2ccccc2)c2ccccc12,36,-22,92,93,11,92,.,94,91,92,-27
COC(=O)c1c(NS(=O)(=O)c2ccc3ccccc3c2)sc2c1CCCC2,17,-45,91,96,2,93,13,93,93,91,-3
Cc1ccc(-c2csc(NC(=O)c3cccs3)n2)cc1,36,-2,97,102,8,99,10,101,99,98,-4
COc1ccc(/C=N/NC(=O)C2(C)NC(C)(C)Cc3ccccc32)cc1 (stereo not given),22,-25,106,99,11,100,10,98,100,98,8
CCOc1ccccc1Nc1nc(N)nc(CN(C)C2CCCCC2)n1,26,-4,102,106,29,103,-6,104,102,101,.
CC(C)NC(=S)N1CCN(C/C=C/c2ccccc2)CC1,15,-40,104,100,9,97,6,96,98,97,-59
CCOC(=O)/C(C#N)=C1\Nc2ccccc2N=C1N(CC(C)C)CC(C)C,39,-2,96,96,11,96,-4,94,94,94,.
O=C(COC(=O)COc1ccccc1)NC1CCCc2ccccc21 (stereo not given),15,13,100,97,3,99,18,101,98,99,.
O=c1cc(CN2CCN(S(=O)(=O)c3ccccc3[N+](=O)[O-])CC2)nc2sccn12,14,-40,108,95,8,96,-9,96,95,93,-19
CCc1nc(NCCCn2ccnc2)c2oc3ccccc3c2n1,10,17,99,106,16,101,33,105,101,100,.
Cc1ccc(C(=O)N2CCC(C(=O)NCc3cccnc3)CC2)cc1,19,-10,96,101,.,100,-2,99,104,100,-26
Cc1c(C)n(CC(O)CNc2ccccc2)c2ccccc12 (stereo not given),15,-15,104,97,12,98,27,95,99,96,-6
CCOC(=O)CN1C(c2ccccc2O)Nc2ccc(Br)cc2C1c1ccccc1 (stereo not given),11,-10,94,101,7,98,-1,96,99,100,6
CCCNC(=O)CS(=O)Cc1nc(-c2ccc(OC)cc2)oc1C (stereo not given),15,2,100,104,24,101,-9,99,99,99,.
COc1ccc(Cl)cc1NC(=O)N1CCC(C)CC1,55,-15,104,102,9,99,-6,99,99,96,17
N/C(CC(=O)Nc1cccc(C(F)(F)F)c1)=N/O,16,-23,102,105,6,103,-15,104,102,99,.
O=C(O)CC1S/C(=N\N=C2CCCCCCC2)N(c2ccccc2)C1=O (stereo not given),14,13,95,97,10,97,19,100,98,93,-24
CC1C/C(=C/c2ccccn2)C(=O)/C(=C/c2ccccn2)C1 (stereo not given),11,0,95,98,21,92,20,93,94,96,.
CN(C)/C=N/c1cc(=O)n(Cc2ccccc2)c(=O)n1C,18,-5,104,104,14,103,3,97,98,98,.
CN(C)CCCOc1cccc(Cl)c1,22,33,99,105,12,100,26,103,100,101,16
O=C(CN1CCC(n2nnc3cc(C(F)(F)F)ccc32)CC1)NCc1cccs1,23,-5,105,107,34,102,10,101,100,100,.
Cc1ccc(NC(=O)c2c(C(=O)Nc3ccccc3)sc3nc(C)cc(=O)n23)cc1,11,-5,99,103,10,98,10,100,96,99,1
O=C(/C=C/c1ccccc1)NCC(=O)N/N=C\c1cccnc1,13,-4,101,106,11,99,7,102,99,100,5
COc1ccc(NC(=O)c2sccc2OS(=O)(=O)N(C)C)cc1,14,-60,97,99,9,96,4,96,96,96,-14
CCOc1ccc(Nc2cc(C)nc3nc(C)nn23)cc1,13,-8,95,106,4,101,5,99,101,101,.
O=C1c2ccccc2NC(c2ccc(-c3ccc(Br)cc3)o2)N1O (stereo not given),65,-85,96,95,7,97,-93,98,96,93,.
O=c1oc(-c2cccs2)nc2ccc(Br)cc12,11,-6,102,96,18,99,-2,97,99,93,.
COc1ccc(CCNC(=O)C2CCN(S(=O)(=O)c3cc(OC)ccc3OC)CC2)cc1,26,-22,106,106,8,103,7,105,104,100,.
Cc1cc2nc(-c3cccnc3SCC(=O)NCc3ccco3)[nH]c2cc1C,15,-33,92,100,22,96,73*,99,95,95,.
Fc1ccccc1-c1nc2ccccc2[nH]1,11,-33,105,100,13,100,-13,100,99,97,12
C=CCn1c(C)cc(-c2csc(N)n2)c1C,10,-84,101,101,2,102,4,101,100,100,.
Cc1nc2c(cnn2-c2ccccc2Cl)c(=O)n1-c1ccc(C(C)C)cc1,23,-16,100,105,23,100,8,103,102,100,.
CCOC(=O)c1ccc(CSc2nnc(C)n2N)o1,22,-8,99,105,34,102,-1,102,101,99,-14
COc1ccc(-c2cc(=O)c3cc(O)ccc3o2)cc1,19,-1,100,95,10,96,-5,94,96,96,.
CCS(=O)(=O)N1CCN(C(=O)c2ccccc2)CC1,9,-29,103,110,7,103,5,104,101,100,.
COc1ccc(S(=O)(=O)N(C)CC(=O)Nc2ccccc2C(F)(F)F)cc1Cl,8,-12,99,106,16,100,8,99,100,101,.
O=C(Nc1cccc(-c2cnc3ccccc3n2)c1)c1ccccc1,4,-13,98,106,5,99,9,101,99,101,-2
O=c1c2ccccc2ncn1CCOCCOc1cccc(Br)c1,8,-6,99,104,13,99,4,103,98,99,3
c1cc2c3c(cccc3c1)C(N1CCCCC1)=N2,21,-2,99,103,43,100,15,101,100,99,.
Cc1cccc(C(CC(=O)O)n2cccc2)c1 (stereo not given),22,-11,97,104,14,99,17,100,99,97,.
O=C(c1ccccc1[N+](=O)[O-])N1CC2C3C=CC(C3)C2C1 (stereo not given),13,-18,105,103,9,103,6,99,100,98,13
Cc1ccc(C)c(SCC(=O)OC/C(O)=C(\C#N)c2nc3ccccc3[nH]2)c1,11,-32,99,94,20,94,32,94,95,94,6
O=C(NCc1ccco1)/C(=C\C=C\c1ccccc1)NC(=O)c1ccccc1Br,13,5,107,100,6,98,11,96,97,94,1
COC(=O)C1C(=O)C2=C(CC1C)Nc1ccccc1NC2c1ccc(C)s1 (stereo not given),10,-53,102,99,11,99,8,100,100,98,-1
CCC(=O)Nc1cccc(-c2cnc3ccccc3n2)c1,36,2,96,96,6,99,6,98,98,96,16
Cc1cc([N+](=O)[O-])nn1CCCC(=O)Nc1cc(Oc2ccccc2)cc([N+](=O)[O-])c1,22,1,100,103,13,100,0,98,100,98,-10
CC1Cc2ccccc2N1C(=O)c1cnsn1 (stereo not given),10,-11,92,91,33,92,1,94,92,92,.

# More compounds.
SMILES,GSH fluor,Mcl1-Bid inh,Rab7 wt modul,Rac1 wt modul,Avidin fluor,HRas wt GTP,Mcl1-Noxa inh,Cdc42 wt,Rab2A wt mod,Rac1 act GTP bind,Pf gametocyte
CC(C)C[C@H](NC(=O)NC(C)C)C(=O)O,27,11,100,107,12,103,6,106,102,100,-2
CC1(C)CC(C)(O)P(=O)(c2ccccc2)O1 (stereo not given),30,7,100,103,9,99,-5,101,100,97,.
CC(C(=O)N1CCCCC1)N1C(=O)c2ccccc2C1=O (stereo not given),24,-10,92,95,15,98,4,97,100,95,-15
COc1ccc(C(=O)NC(=S)Nc2ccc(Cc3ccncc3)cc2)cc1,10,-35,100,95,9,95,15,94,95,91,-13
OCCC1CN(Cc2ccc(Oc3ncccn3)cc2)CCN1CCc1ccccc1 (stereo not given),14,-10,99,98,10,97,10,99,98,96,-14
COc1ccc(C2(O)CCN(Cc3nnnn3Cc3ccc(C)cc3)CC2)cc1,38,-18,97,101,7,98,3,96,95,98,-13
CCOC(=O)c1c(C)[nH]c(C)c1C(=O)COC(=O)c1cc2ccccc2cc1OC,10,-19,98,100,15,98,20,94,98,98,.
CCC(C)[C@H](NC(=O)NCCCn1ccnc1)C(=O)OC (stereo not given in full),4,-31,100,103,8,102,-9,101,102,101,1
N#Cc1nc(-c2cccc(Cl)c2)oc1NCc1cccnc1,17,-26,97,97,4,98,22,97,97,97,-3

# Rewritten with values under each structure: 15 of the compounds above
# Screens in order – GSH fluor	Mcl1-Bid inh	Rab7 wt modul	Rac1 wt modul	Avidin fluor	HRas wt GTP	Mcl1-Noxa inh	Cdc42 wt	Rab2A wt mod	Rac1 act GTP bind	Pf gametocyte
c1cc2c3c(cccc3c1)C(N1CCCCC1)=N2
 : 21	-2	99	103	43	100	15	101	100	99	.
Cc1cccc(C(CC(=O)O)n2cccc2)c1 (stereo not given)
 : 22	-11	97	104	14	99	17	100	99	97	.
O=C(c1ccccc1[N+](=O)[O-])N1CC2C3C=CC(C3)C2C1 (stereo not given)
 : 13	-18	105	103	9	103	6	99	100	98	13
Cc1ccc(C)c(SCC(=O)OC/C(O)=C(\C#N)c2nc3ccccc3[nH]2)c1
 : 11	-32	99	94	20	94	32	94	95	94	6
O=C(NCc1ccco1)/C(=C\C=C\c1ccccc1)NC(=O)c1ccccc1Br
 : 13	5	107	100	6	98	11	96	97	94	1
COC(=O)C1C(=O)C2=C(CC1C)Nc1ccccc1NC2c1ccc(C)s1 (stereo not given)
 : 10	-53	102	99	11	99	8	100	100	98	-1
CCC(=O)Nc1cccc(-c2cnc3ccccc3n2)c1
 : 36	2	96	96	6	99	6	98	98	96	16
Cc1cc([N+](=O)[O-])nn1CCCC(=O)Nc1cc(Oc2ccccc2)cc([N+](=O)[O-])c1
 : 22	1	100	103	13	100	0	98	100	98	-10
CC1Cc2ccccc2N1C(=O)c1cnsn1 (stereo not given)
 : 10	-11	92	91	33	92	1	94	92	92	.
CC(C)C[C@H](NC(=O)NC(C)C)C(=O)O
 : 27	11	100	107	12	103	6	106	102	100	-2
CC1(C)CC(C)(O)P(=O)(c2ccccc2)O1 (stereo not given)
 : 30	7	100	103	9	99	-5	101	100	97	.
CC(C(=O)N1CCCCC1)N1C(=O)c2ccccc2C1=O (stereo not given)
 : 24	-10	92	95	15	98	4	97	100	95	-15
COc1ccc(C(=O)NC(=S)Nc2ccc(Cc3ccncc3)cc2)cc1
 : 10	-35	100	95	9	95	15	94	95	91	-13
OCCC1CN(Cc2ccc(Oc3ncccn3)cc2)CCN1CCc1ccccc1 (stereo not given)
 : 14	-10	99	98	10	97	10	99	98	96	-14
COc1ccc(C2(O)CCN(Cc3nnnn3Cc3ccc(C)cc3)CC2)cc1
 : 38	-18	97	101	7	98	3	96	95	98	-13
